# High-throughput results from PubChem.
# IDH1 R132H inh: qHTS for Inhibitors of mutant isocitrate dehydrogenase 1 (IDH1): qHTS | Isocitrate dehydrogenase [NADP] cytoplasmic (Homo sapiens), O75874 | IDH1-R132H enzyme, NADPH consumption, diaphorase/resazurin fluorescence | Potency, µM (doses to about 76.6 µM), without a hit: top-dose activity change, negative = inhibition, actives largely listed as inhibitors | actives 0.093% (n = 390,000) | AID 602179, 2012; also: potency is read from the fitted curve at half-maximal effect; % is scaled to controls: 0 for no effect and ±100 for the full control effect; nearly all actives have a fitted effect of over 65% in size
# Target sequence (O75874 whole entry R132H, stated change not applied): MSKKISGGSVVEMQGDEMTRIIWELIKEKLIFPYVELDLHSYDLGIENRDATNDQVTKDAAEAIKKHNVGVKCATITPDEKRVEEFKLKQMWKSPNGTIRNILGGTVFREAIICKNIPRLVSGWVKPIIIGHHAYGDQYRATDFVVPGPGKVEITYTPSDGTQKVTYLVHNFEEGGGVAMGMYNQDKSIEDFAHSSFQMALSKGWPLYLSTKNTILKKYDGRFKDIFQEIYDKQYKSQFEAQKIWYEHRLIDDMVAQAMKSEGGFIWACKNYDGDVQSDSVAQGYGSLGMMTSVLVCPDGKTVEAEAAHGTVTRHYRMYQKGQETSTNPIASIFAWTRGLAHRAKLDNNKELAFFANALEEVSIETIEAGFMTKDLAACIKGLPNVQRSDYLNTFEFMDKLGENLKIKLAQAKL
#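 IDH1-R132H (0.5 ug/mL) preincubated 30 min with compound, then NADPH (0.016 mM) and alpha-KG (2 mM) added; 80 min at RT, pH 7.5. Remaining NADPH coupled via diaphorase/resazurin to fluorescence (540/590 nm); concentration-response curves normalized to no-enzyme control.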
# rTrxR1 inhibitor: qHTS Assay for Inhibitors of Mammalian Selenoprotein Thioredoxin Reductase 1 (TrxR1): qHTS; Thioredoxin reductase 1, cytoplasmic (Rattus norvegicus), O89049; recombinant rTrxR1, NADPH fluorescence consumption, selenite substrate; actives 1% (n = 390,000); Potency, µM (highest dose often 114 µM), inactives show at the highest dose activity change, negative = inhibition, most hits filed as inhibitors; also: potency is read from the fitted curve at half-maximal effect; % is scaled to controls: 0 for no effect and ±100 for the full control effect; nearly all actives have a fitted effect of over 65% in size
# Target sequence (O89049 whole entry, looked up): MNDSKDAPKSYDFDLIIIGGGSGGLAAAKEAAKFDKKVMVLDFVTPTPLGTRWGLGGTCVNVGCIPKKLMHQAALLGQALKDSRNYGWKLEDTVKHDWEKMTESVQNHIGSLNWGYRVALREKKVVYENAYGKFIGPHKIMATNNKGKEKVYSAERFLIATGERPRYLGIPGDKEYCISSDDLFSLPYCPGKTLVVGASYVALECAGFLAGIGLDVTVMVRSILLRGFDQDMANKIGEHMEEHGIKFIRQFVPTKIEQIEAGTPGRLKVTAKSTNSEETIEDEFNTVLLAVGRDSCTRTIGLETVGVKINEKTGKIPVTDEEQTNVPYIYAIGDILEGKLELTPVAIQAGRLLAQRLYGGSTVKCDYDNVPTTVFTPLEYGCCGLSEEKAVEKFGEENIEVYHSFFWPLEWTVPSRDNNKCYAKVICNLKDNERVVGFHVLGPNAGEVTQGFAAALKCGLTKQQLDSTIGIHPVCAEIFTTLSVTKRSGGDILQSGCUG
#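 Rat TrxR1 (90 nM in the dispensed reagent) was pre-reduced with 400 uM NADPH for 5 min at room temperature, then incubated with compound for 15 min. After 400 uM selenite was added, NADPH fluorescence (Ex 340/Em 450 nm) was followed for 8 min.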
# GRP78 ERSR act: qHTS for Inducers of the Endoplasmic Reticulum Stress Response (ERSR) in Human Glioma: qHTS; U87-MG GRP78 promoter luciferase reporter, 16 h; Potency, µM, inactives show top-dose activation, actives largely listed as activators; actives 0.02% (n = 420,000); also: potency is read from the fitted curve at half-maximal effect; series mostly up to about 76 µM; % of control where 0% means no effect; nearly all actives have a fitted effect of over 35% in size
#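 ERSR induction read as luciferase luminescence (Bright-Glo, 10 min at room temperature) in stably transfected human U87-MG glioma cells exposed to compounds for 16 h, using GRP78 as sensor.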
# TrxR1 substrate: qHTS Assay for Substrates of Mammalian Selenoprotein Thioredoxin Reductase 1 (TrxR1): qHTS; Thioredoxin reductase 1, cytoplasmic (Rattus norvegicus), O89049; purified TrxR1 substrate turnover, NADPH consumption readout; Potency, µM (titrated, usually from 114 µM), inactives show top-dose activity change, negative = substrate turnover; actives 0.01% (n = 390,000); also: potency is read from the fitted curve at half-maximal effect; % is scaled to controls: 0 for no effect and ±100 for the full control effect; nearly all actives have a fitted effect of over 50% in size
#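 Rat TrxR1, dispensed at 90 nM, was prereduced with 400 uM NADPH (final) for 5 min at ~22 deg C, then incubated with compound 15 min before 400 uM selenite. A first-read NADPH fluorescence drop versus no-compound background flagged substrates.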
# Vif-APOBEC3G blk: qHTS for Inhibitors of Vif-A3G Interactions: qHTS | Potency, µM (highest dose often 46.1 µM), inactives show top-dose activity, negative = active, hits mostly inhibitors | actives 0.076% (n = 410,000) | DNA dC->dU-editing enzyme APOBEC-3G (Homo sapiens), Q9HC16 | HeLa A3G-eYFP + Vif (tagged APOBEC3G with the HIV-1 protein that degrades it), YFP fluorescence, overnight;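 also: potency is read from the fitted curve at half-maximal effect; % is scaled to controls: 0 for no effect and ±100 for the full control effect; nearly all actives have a fitted effect of over 60% in size; hits raise eYFP signal because A3G escapes Vif-driven loss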
#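 Read-out is eYFP fluorescence (Ex 488/Em 500-530) from Vif-expressing HeLa A3G-eYFP cells; more signal means A3G escaped Vif-mediated degradation. Cells plated overnight, compound pinned in, incubated overnight at 37 deg C.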
# Vif-APOBEC3F blk: qHTS for Inhibitors of Vif-A3F Interactions: qHTS; HeLa A3F-eYFP + Vif (tagged APOBEC3F with the HIV-1 protein that degrades it), YFP fluorescence increase; Potency, µM (top dose mostly 46.1 µM), for inactives: at the top dose activity, negative = active; actives 0.2% (n = 390,000); AID 602313, 2012; also: potency is read from the fitted curve at half-maximal effect; % of control where 0% means no effect; nearly all actives have a fitted effect of over 65% in size
#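 HeLa cells stably expressing Vif plus C-terminally eYFP-tagged A3F were seeded, incubated overnight at 37 deg C, dosed with compound, incubated overnight again at 37 deg C. Yellow fluorescence (Ex 488/Em 500-530) reported blocked Vif-mediated A3F-eYFP degradation.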
# LDHA inh: qHTS assay for inhibitors of human lactate dehydrogenase | AID 1347041, 2019 | activity change, % (values are at about 110 or 230 µM) | L-lactate dehydrogenase A chain (Homo sapiens), P00338 | actives 0.15% (n = 480,000) | purified LDHA, NADH/diaphorase-resazurin fluorescence; active compounds read low; in the data active = activity change below about -30%; inconclusive = mostly about -25% to -30%;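 also: plate controls were DMSO wells for no effect and wells without enzyme for full effect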
#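 Human LDH5 at 2 nM final in Tris HCl pH 7.4 with 0.06 mM NADH and 0.2 mM pyruvate, reacted 5 minutes at room temperature. Remaining NADH coupled via diaphorase/resazurin; resorufin fluorescence read at 0 and 20 minutes, normalized to enzyme-free and DMSO wells.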
# RGS4 inh: Inhibitors of Regulator of G Protein Signaling (RGS) 4: qHTS; Regulator of G-protein signaling 4 (Homo sapiens), P49798; Transcreener GDP fluorescence polarization, RGS4-accelerated GTP hydrolysis; Potency, µM (doses to about 114 µM), without a hit: at the highest dose activity change, negative = inhibition, usual class: inhibitors; actives 0.039% (n = 390,000); AID 504845, 2011; also: potency is read from the fitted curve at half-maximal effect; % is scaled to controls: 0 for no effect and ±100 for the full control effect; nearly all actives have a fitted effect of over 75% in size; some results filed as inactive show a strong effect at the top dose
#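 MLSMR compounds (23 nl, pin-transferred) preincubated 10 min at room temperature with a 500nM (2x) first reagent, then RGS4 at 900nM (2x) plus Transcreener GDP mix added; fluorescence polarization (620/688 nm) read before and after 90 min at 30 °C.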
# USP1-UAF1 inh: Inhibitors of USP1/UAF1: Primary Screen. Ubiquitin carboxyl-terminal hydrolase 1 (Homo sapiens), O94782. recombinant USP1/UAF1, Ub-Rhodamine cleavage fluorescence. Potency, µM (highest dose often 57.1 µM), inactives show at the highest dose activity change, negative = inhibition, usual class: inhibitors. actives 0.23% (n = 390,000). AID 743255, 2014; also: potency is read from the fitted curve at half-maximal effect; % is scaled to controls: 0 for no effect and ±100 for the full control effect; nearly all actives have a fitted effect of over 60% in size; inactives centre near -12
#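 Step one: compound is pinned into 1nM USP1/UAF1 in HEPES pH 7.8 buffer with TCEP. Step two: 15 min room-temperature incubation. Step three: Ub-Rho (150nM final) starts cleavage, tracked by fluorescence over six one-minute reads.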
# * = called active by the depositor; ? = inconclusive; / = no result given; & = joins results of further samples; [ ] = remark or other dose. Unless noted, calls follow the shape of the dose curve; as a rule, active = well fitted curve in the direction sought with a large enough effect; inconclusive = small, poorly fitted or top-dose-only effect, or another doubt; inactive = no such curve, though single readings can be large; an effect the other way counts as inactive or inconclusive. Only part of the results is shown (hit frequency here may not be typical).
SMILES,IDH1 R132H inh,rTrxR1 inhibitor,GRP78 ERSR act,TrxR1 substrate,Vif-APOBEC3G blk,Vif-APOBEC3F blk,LDHA inh,RGS4 inh,USP1-UAF1 inh
CC(=O)Cn1c(CN2CCCCC2)nc2ccccc2c1=O,-10%,-1%,-4%,-5%,0%,-2%,0,3%,-8%
COc1ccc(NC(=O)COc2ccccc2Cl)cc1S(=O)(=O)N1CCCCC1,9%,16%,-3%,0%,1%,-16%,0,-9%,-22%
CCOc1cc(N2CCOCC2)c(OCC)cc1NC(=O)CN1CCC(Cc2ccccc2)CC1,0%,-3%,-5%,-10%,7%,-25%,10,18%,6%
N#Cc1cnn(-c2nc3sc4c(c3c(=O)[nH]2)CCCC4)c1N,-20%,17%[57.1 µM],0%,13%[57.1 µM],1%,-3%,-4,5%,4%
Cc1ccc(C)c(CN2C(=O)COc3ccc(C(=O)c4ccccc4C(=O)O)cc32)c1,3%,10%[57.1 µM],-3%,2%[57.1 µM],-4%,-3%,1,-11%,-13%
COC(=O)c1c(C)oc(C)c1S(=O)(=O)NCc1ccco1,2%,6%,-1%,-3%,0%,3%,-4,50%,-6%
Cc1cc(Cl)ccc1NC(=O)CN1C(=O)C(=O)N(C2CCCC2)C1=O,-5%,25%,-1%,-2%,-4%,7%,-9,-8%,-17%
COc1ccc(N2CCN(C(=O)CSc3c4c(nc5ccc(Cl)cc35)CCCC4)CC2)cc1,-10%,10%,-10%,2%,-3%,-3%,8,-15%,-23%
CC(C(=O)NCc1ccco1)n1ccc2cc(S(=O)(=O)N3CCCCC3)ccc21 (stereo not drawn),-11%,-3%,-4%,-3%,5%,2%,-2,9%,-11%
O=C(OCc1ccccc1)N(CCCCN(CCCNCc1ccccc1)C(=O)OCc1ccccc1)CCCNCc1ccccc1,8%,-14%,-14%,-4%,2%,-20%,5,-44%,-9%
CC1=C(C(=O)OC(C)C)C(c2ccccn2)n2ncnc2N1 (stereo not drawn),-8%,15%[57.1 µM],-4%,9%[57.1 µM],-2%,-2%,-1,-22%,-8%
Cc1ccc(-n2ncc3ccccc3c2=O)cc1Cl,16%,-4%[57.1 µM],-6%,7%[0.0914 µM],-1%,1%,1,-34%,-19%

# Reprinted from the part before: 2 compounds, then new ones.
SMILES,IDH1 R132H inh,rTrxR1 inhibitor,GRP78 ERSR act,TrxR1 substrate,Vif-APOBEC3G blk,Vif-APOBEC3F blk,LDHA inh,RGS4 inh,USP1-UAF1 inh
CC1=C(C(=O)OC(C)C)C(c2ccccn2)n2ncnc2N1 (stereo not drawn),-8%,15%[57.1 µM],-4%,9%[57.1 µM],-2%,-2%,-1,-22%,-8%
Cc1ccc(-n2ncc3ccccc3c2=O)cc1Cl,16%,-4%[57.1 µM],-6%,7%[0.0914 µM],-1%,1%,1,-34%,-19%
Cc1cc(=O)n(C)c(=O)n1CCCCCCOc1cccc([N+](=O)[O-])c1,5%,7%,-4%,-1%,-7%,-2%,1,-35%,-17%
Cc1noc(NS(=O)(=O)c2ccc(NC(=O)c3cccc(S(=O)(=O)Nc4ccccc4F)c3)cc2)c1C,0%,14%,-3%,8%,0%,6%,-8,7%,-21%
COc1cc(C(=O)C(=O)c2ccc(O)c(OC)c2)ccc1O,-2%,-7%,-1%,-16%,0%,0%,1,-12%,-21%
CCSc1nnc(NC(=O)CCNS(=O)(=O)c2cc(Br)cnc2N)s1,5%,13%,-5%,5%,-1%,5%,-3,-9%,-17%
CCCNC(=O)CN(c1cccc(F)c1)S(C)(=O)=O,9%,2%,-2%,1%,2%,-19%,-3,-6%,-13%
Cc1ccc(C(=O)NNC(=O)c2ccccc2OCc2c(C)noc2C)cc1,9%,21%,-2%,7%,-2%,3%,-7,13%,-18%
Cc1nn(-c2ccc(F)cc2)c(Cl)c1/C=N/NC(=O)c1cccs1,-1%,-12%,5%,-8%,-19%,-22%,-6,-36%,-10%
Cc1ccc(/C=C/c2onc(C)c2S(=O)(=O)N2CCC(C(=O)N3CCN(c4cccc(C)c4)C(C)C3)CC2)cc1 (stereo not drawn),-5%,13%[57.1 µM],-2%,-4%[57.1 µM],1%,7%,-4,-28%,-22%
O=C(/C=C/c1cccnc1)c1ccccc1O,1%,-4%[2.29 µM],-1%,-4%[2.29 µM],-2%,-6%,-2,-13%,-14%
CCOc1ccc(/C=C/c2nc(C#N)c(Nc3ccc(OC)cc3)o2)cc1,-1%,11%,1%,1%,-2%,4%,-3&0,4%,-18%
CC(C)NC(=O)Cn1c(=O)c2c(ncn2Cc2ccccc2)n(Cc2ccccc2)c1=O,0%,12%,1%,2%,3%,-6%,-6,3%,0%
O=C(CCNS(=O)(=O)c1ccc(Br)cc1)NC1CCC(O)CC1 (stereo not drawn),0%,27%,-3%,6%,1%,9%,-18,7%,-20%

# Some entries already given with just GRP78 ERSR act:
Molecule | GRP78 ERSR act
O=C(OCc1ccccc1)N(CCCCN(CCCNCc1ccccc1)C(=O)OCc1ccccc1)CCCNCc1ccccc1 | -14%
CC1=C(C(=O)OC(C)C)C(c2ccccn2)n2ncnc2N1 (stereo not drawn) | -4%
Cc1ccc(-n2ncc3ccccc3c2=O)cc1Cl | -6%
Cc1cc(=O)n(C)c(=O)n1CCCCCCOc1cccc([N+](=O)[O-])c1 | -4%
Cc1noc(NS(=O)(=O)c2ccc(NC(=O)c3cccc(S(=O)(=O)Nc4ccccc4F)c3)cc2)c1C | -3%

# More entries:
SMILES,IDH1 R132H inh,rTrxR1 inhibitor,GRP78 ERSR act,TrxR1 substrate,Vif-APOBEC3G blk,Vif-APOBEC3F blk,LDHA inh,RGS4 inh,USP1-UAF1 inh
Cc1c(N2C(=O)c3ccc(Br)cc3C2=O)c(=O)n(-c2ccccc2)n1C,7%,9%,-3%,3%,-1%,/,-6,2%,-23%
O=C(Nc1nncs1)c1ccc(N2C(=O)C3C4C=CC(C4)C3C2=O)cc1 (stereo not drawn),2%,-5%,-2%,-3%,0%,1%,-2,12%,-13%
OCC[C@H]1C[C@@H](O)[C@H](O)[C@]2(Cc3ccccc3CO2)O1,-15%,-11%,-1%,2%,-1%,-2%,-7,7%,-10%
C/C(=N\NC(=O)c1nnn(-c2nonc2N)c1CN(C)c1ccccc1)c1cccc(O)c1,10%,13%[57.1 µM],-4%,-13%[57.1 µM],2%,2%,0,-8%[56.9 µM],-7%
Cc1cc(C)n2nc(C(=O)N/N=C/c3ccccc3C)nc2n1,-4%,19%,0%,-4%,2%,3%,-2,-19%,-3%
Cc1nnc2ccc(-c3cccc(NS(=O)(=O)c4ccccc4Cl)c3)nn12,11%,16%,-2%,3%,-31%,?,-4,14%,3%
CN1C(=O)c2cccc(NCCCN3C(=O)c4ccccc4C3=O)c2C1=O,4%,41%[activator],-3%,9%,0%,25µM*,-2,-14%,?
O=C(NC1CC1)C1=C[C@@H](c2coc3ccccc3c2=O)C[C@@H](OCCCCO)O1,6%,?,0%,5%,-1%,-7%,0,-32%,?
Cc1cc([N+](=O)[O-])ccc1NC(=O)CSc1nccn1C,2%,10%,-5%,6%,1%,8%,-2,-6%,?
CCCCn1c(SCC(=O)Nc2ccc(F)cc2)nc2c(sc3ccccc32)c1=O,0%,30%[57.1 µM],-1%,6%[57.1 µM],-5%,0%,2,14%,4%
CCN(CC(=O)N1CCOCC1)S(=O)(=O)c1ccc(C)cc1,3%,20%[57.1 µM],-2%,7%[57.1 µM],1%,2%,-6,13%,-2%
CCOC(=O)C1CCN(C(=O)COc2ccc(S(=O)(=O)N3CCOCC3)cc2)CC1,-1%,?,-1%,-12%,3%,-3%,-5,-9%,-11%
CCC1(C)NC(c2ccc3c(c2)OCO3)=CC(c2ccccc2O)N1 (stereo not drawn),/,-9%,1%,9%[0.0914 µM],-4%,/,0,-39%,/
Cc1cc(=O)oc(C)c1C(=O)Nc1c(C)n(C)n(-c2ccccc2)c1=O,6%,-7%,-2%,-2%,0%,/,-3,-1%,1%
COC(=O)c1cccc(NC(=O)Cn2nnc3ccccc32)c1,13%,-10%,1%,-6%,-2%,/,-7,10%,-5%
